# Source: PubChem
# KCC2 mod: modulates chloride dependent transport by human KCC2; Q9H2X9; KCC2 cells, thallium flux FluoZin-2 fluorescence; B-score of Tl+ flux slope (higher = more flux/activation; lower = inhibition) at 10 µM; 2.2% of 190,000 active;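 active means thallium flux slope and its plate-corrected score both differing from the plate sample mean at a set confidence after two filtering rounds, in either direction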;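 further: slope of fluorescence scaled to starting intensity during 10 to 20 s after thallium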
# thrombin 1536: blocks human thrombin protease activity. 0.26% of 220,000 active. inhibition, % at 5 µM. P00734. alpha-thrombin, Boc-VPR-AMC fluorogenic substrate cleavage. AID 1046;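 active means inhibition at or above 40%; inactive means inhibition below 40%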;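 further: 0% = enzyme with no compound and 100% = wells without enzyme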
#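 Material: human alpha-thrombin protein. Incubation: reaction at ambient temperature. Technique: fluorescence of released AMC, ex 355 nm, em 460 nm. Control set: no-compound enzyme wells and no-enzyme blanks. Also added: Boc-VPR-AMC substrate, 15 µM final. Buffer or medium: pH 7.5 Tris (50 mM) with NaCl 150 mM, Tween 20 0.05%.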
# Rad51 HR inh: blocks human Rad51 in homologous recombination | Q06609 | hRad51 DNA strand exchange, fluorescence dequenching | inhibition, % at 10 µM | 0.085% of 200,000 active | AID 1385;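 active means inhibition above 40% at the single screening dose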;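 further: 0% = DMSO control wells and 100% = blanks with heterologous ssDNA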
#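 Material: human Rad51–ssDNA filaments; Probe or stimulus: labelled 47-mer dsDNA for strand exchange; Doses: single 10 µM dose; Incubation: 37 °C 15-min filament assembly, 30-min compound preincubation, 15-min exchange; Technique: FRET fluorescence dequenching, excitation 485 nm, emission 520 nm; Measure: Fluorescence-based percent inhibition, control- and blank-normalised; Benchmarks: plate control and blank wells.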
# m-calpain inh: calpain II (pig) inhibition | purified calpain II, fluorogenic peptide substrate, 30 min | inhibition, % at 16 µM | 0.37% of 220,000 active | AID 1236;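 active means inhibition above about 50%, limit read from the data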
# Furin inhibitor: human furin inhibition; purified furin, fluorogenic substrate cleavage; inhibition, % at 30 µM; P09958; 0.061% of 220,000 active; in the data active means inhibition above about 25%; further: inactives centre near -15
# KLK5 inh: blocks human kallikrein 5 protease activity; Q9Y337; recombinant hK5, fluorogenic AMC substrate cleavage; inhibition, % at 5 µM; 0.59% of 210,000 active;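 active means inhibition of 40% or more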;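 further: 0% = enzyme controls without compound and 100% = no-enzyme blanks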
# Target sequence (Q9Y337 67-293 limits assumed): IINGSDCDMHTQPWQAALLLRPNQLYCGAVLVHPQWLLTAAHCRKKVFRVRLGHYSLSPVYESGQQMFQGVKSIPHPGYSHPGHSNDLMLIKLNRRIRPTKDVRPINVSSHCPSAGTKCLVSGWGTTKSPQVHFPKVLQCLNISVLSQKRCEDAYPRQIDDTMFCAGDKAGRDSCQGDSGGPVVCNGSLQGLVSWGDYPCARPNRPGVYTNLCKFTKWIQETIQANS
# FXIIa inh: factor XIIa (human) inhibition | AID 800 | P00748 | 0.3% of 220,000 active | inhibition, % at 5 µM | purified FXIIa, Boc-QGR-AMC fluorogenic substrate, 2 h; in the data active means inhibition above about 40%;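 further: 0% = enzyme with no compound and 100% = blank without enzyme; many of its hits are not listed in these tables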
# Target sequence (P00748 20-372 limits assumed): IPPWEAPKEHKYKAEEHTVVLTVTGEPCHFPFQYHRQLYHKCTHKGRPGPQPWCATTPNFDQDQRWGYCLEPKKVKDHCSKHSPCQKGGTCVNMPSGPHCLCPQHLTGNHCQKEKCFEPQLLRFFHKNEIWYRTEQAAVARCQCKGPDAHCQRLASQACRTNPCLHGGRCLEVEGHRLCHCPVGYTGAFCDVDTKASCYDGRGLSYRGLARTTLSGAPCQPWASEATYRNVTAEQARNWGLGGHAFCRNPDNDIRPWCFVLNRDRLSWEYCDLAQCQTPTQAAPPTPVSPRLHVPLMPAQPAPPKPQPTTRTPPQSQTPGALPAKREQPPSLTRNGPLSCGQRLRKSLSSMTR
# Target sequence (P00748 373-615 limits assumed): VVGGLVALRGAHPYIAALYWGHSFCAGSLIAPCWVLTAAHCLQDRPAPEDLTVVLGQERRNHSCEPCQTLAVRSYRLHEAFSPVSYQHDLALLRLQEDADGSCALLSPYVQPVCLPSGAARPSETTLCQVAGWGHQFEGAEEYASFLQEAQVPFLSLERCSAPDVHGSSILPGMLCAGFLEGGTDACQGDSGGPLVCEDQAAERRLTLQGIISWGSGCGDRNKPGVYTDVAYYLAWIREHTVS
# PERK inhibitor: inhibitors of human PERK kinase. AID 1416. 0.17% of 220,000 active. Q9NZJ5. inhibition, % at 5.6 µM. CHO PERK-DD fusion, SEAP luminescence translation reporter;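 active means inhibition above the mean inhibition of all tested compounds plus 3 SD, set separately per screening campaign, cut at about 2.9% in these data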;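 further: PERK kinase domain activated by AP20187 dimerizer at 100 nM; 0% = DMSO with dimerizer and 100% = rapamycin at 8.4 µM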
# FXIa inh 1536: inhibitors of human coagulation factor XIa; P03951; purified FXIa, Boc-Glu-Ala-Arg-AMC fluorogenic substrate; inhibition, % at 5 µM; 0.14% of 220,000 active;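 active means inhibition of at least 40%; inactive means inhibition below 40%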;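 further: fluorescence of freed AMC excited at 355 nm; 0% = enzyme without compound and 100% = no enzyme blank; many of its hits are not listed in these tables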
# Starred values were filed as active, the others as inactive; i = inactive; / = not tested or not shown; & = joins results of further samples; [ ] = remark or other dose. Some of the compounds tested; the hit share may differ from the screen's.
structure	KCC2 mod	thrombin 1536	Rad51 HR inh	m-calpain inh	Furin inhibitor	KLK5 inh	FXIIa inh	PERK inhibitor	FXIa inh 1536
Cc1cc(NC(=O)CN2CCN(c3ncccn3)CC2)no1	/	-7	-1	-6	-17	0	2	-0.3	-4
O=C(O)Cn1cc(C(=O)C2CC2)c2ccccc21	-0.033	2	5	-24	-19[20 µM]	2	11	0.3	0
COc1ccc(CCNC(=O)c2c(N)no[n+]2[O-])cc1OC	-0.69	-24	-3	-9	-27	0	8	0.4	-7
CCCCC/C(=N\NC(=O)CCC(=O)NCc1ccccc1)c1ccccc1	-0.13	-3	3	5	-16	-16	16	1.2	7
Cc1nnc(NC(=O)CCNC(=O)c2ccccc2Cl)s1	-0.056	-34	-1	7	-24	-1	9	1.0	-7
N#Cc1c(NC(=O)CCN2C(=O)c3ccccc3C2=O)oc(-c2ccccc2)c1-c1ccccc1	/	0	-11	-118	-7	14	10	0.7	2
CCN(C(=O)COC(=O)CNC(=O)c1ccc2ccccc2c1)C1CCS(=O)(=O)C1 (stereo not drawn)	-0.84	-3	-1	26	-6	-1	0	-0.1	0
COC(=O)c1noc(C)c1-c1ccnn1C(=O)c1ccc(Cl)cc1	-0.34	7	-4	-16	-6	14	21	0.0	-10
Cc1cccc(-n2cnc3c(sc4nc(N5CCOCC5)c5c(c43)CCCC5)c2=O)c1	-0.21	-1	7	-47	-30	3	5	0.7	9
CC1=CCC(C(=O)O)C(C(=O)O)C1 (stereo not drawn)	0.3	-4	-5	2	-18	1	2	-0.1	-5
Cc1ccc2cc(CN(Cc3ccc(F)cc3)Cc3nnnn3C3CCCC3)c(=O)[nH]c2c1	0.00068	-3	6	-24	-10[20 µM]	14	6	-0.9	-9
COCc1cc(C)nc(OCC(=O)N/N=C/c2ccccc2)c1C#N	0.57	7	-9	-12	-26	-3	9	0.1	-1

# 3 entries picked at random from those above:
structure	KCC2 mod	thrombin 1536	Rad51 HR inh	m-calpain inh	Furin inhibitor	KLK5 inh	FXIIa inh	PERK inhibitor	FXIa inh 1536
CC1=CCC(C(=O)O)C(C(=O)O)C1 (stereo not drawn)	0.3	-4	-5	2	-18	1	2	-0.1	-5
Cc1cc(NC(=O)CN2CCN(c3ncccn3)CC2)no1	/	-7	-1	-6	-17	0	2	-0.3	-4
CCCCC/C(=N\NC(=O)CCC(=O)NCc1ccccc1)c1ccccc1	-0.13	-3	3	5	-16	-16	16	1.2	7

# (continued)
structure	KCC2 mod	thrombin 1536	Rad51 HR inh	m-calpain inh	Furin inhibitor	KLK5 inh	FXIIa inh	PERK inhibitor	FXIa inh 1536
Cn1c(CCNC(=O)c2ccc(F)cc2)nc2ccccc21	-0.5	-5	0	-18	-13	-1	4	-1.3	-5
CCCC/S(C)=N/S(=O)(=O)c1ccc(C)cc1 (stereo not drawn)	0.43	-4	22	10	-16	-4	7	-0.7	3
N[C@@H](Cc1ccc(O)cc1)c1nnc([C@H](CO)NC(=O)C2CCNCC2)o1	0.8	-4	3	1	-20	-2	8	1.5	-2
O=C(C1CCN(S(=O)(=O)c2cccs2)CC1)N1CCCCCC1	-0.6	4	4	3	-1[20 µM]	0	15	-0.3	3
Cc1cc(Cl)cc2c1NC(=O)[C@]21[C@@H]2C(=O)N(Cc3ccccc3)C(=O)[C@@H]2[C@@H]2CCCN21	-0.22	-1	-5&-2	-12&-4	-12[20 µM]	5	8	-1.1	8
CCOc1ccccc1NC(=O)NC1CC2CCCC(C1)N2Cc1nnnn1CCc1ccccc1 (stereo not drawn)	-1.7	1	1	-35	-23	-7	-1	-0.4	4
COc1ccc(CNC(=O)CSc2cc(=O)n(C)c3ccccc23)cc1	-0.92	-9	17	-8	-32	6	9	1.1	-2
COc1cc2c(cc1OC)C(C(=O)NCC1COc3ccccc3O1)C(c1cccnc1)N(C)C2=O (stereo not drawn)	0.0098	-7	-3	0	-8	-29	1	1.0	-11
CCN(CC)S(=O)(=O)c1ccc(NC(=O)C2CCCN(C(=O)c3ccc(Cl)cc3)C2)cc1 (stereo not drawn)	-1	-10	-1	3	-15	-23	0	-0.8	0
Cc1ccccc1COC[C@H](CC(C)C)N1CCN(C(=O)c2cccc(C(F)(F)F)c2)CCC1=O	-0.91	-2	6	16	-9	-10	4	-1.4	-3
COc1cccc(C2c3[nH]c4ccccc4c3CCN2Cc2cnn(C)c2)c1 (stereo not drawn)	-0.0075	3	17	-41	-19	6	10	-0.9	4
Cc1ccc(/C=C2/SC(=S)N(CC(=O)Nc3ncc(Cc4ccc(C)cc4)s3)C2=O)cc1	/	-5	9	-66	-6[20 µM]	-4	10	0.1	-4
CCOC(=O)CCc1c(C)nc(-n2[nH]c(C)c(CCO)c2=O)[nH]c1=O	1.1	-7	2	15	-4	-9	7	-0.2	-3
CC1=NN(C(=O)c2c(Br)cnn2C)C(O)(C(F)(F)F)C1 (stereo not drawn)	0.5	4	15	-10	-23[20 µM]	-15	18	0.0	9
CN(C)c1nc(=S)nc(NCc2ccccc2)[nH]1	-1	2	-1	-20	-21	-16	1	0.8	-5
CCOC(=O)Cn1cnc2c(nnn2-c2ccc(OC)cc2)c1=O	1.4	-3	0	5	-17	-3	1	1.1	-7
CCN(CC)CC(O)Cn1c(-c2cccc(Cl)c2)nc2cc(C)c(C)cc21 (stereo not drawn)	-0.41	-1	0	-2	-35	-4	6	0.2	2
Cn1nnnc1SCC(=O)Nc1c(Cl)cccc1Cl	/	4	/	-2	-15	-16	11	0.8	4
CCCN(CCC)c1ccc(/C=N/NC(=O)CN2CCOCC2)cc1	-0.58	-10	-32	i	-17	-14	6	0.3	-2
CCCSc1nc2c(=O)[nH][nH]c(=O)c2n1Cc1ccccc1	-0.68	23	2	23	-3[20 µM]	32	12	0.8	11
Cc1ccc(Nc2nnc(SCC(=O)N(C)C3CCS(=O)(=O)C3)s2)cc1 (stereo not drawn)	-1.2	-8	12	29	-19	4	3	1.0	-2
CN1CCCC(OC(=O)CCCC(=O)OC2CCCN(C)C2)C1 (stereo not drawn)	/	-15	1	16	-13	-14	-21	2.0	-19
O=Cc1cnc(N2CCN(Cc3ccccc3)CC2)s1	0.24	2	-4	-4	-12	1	16	1.4	0
COc1ccc(OC)c(S(=O)(=O)NC(N)=NCCc2ccccc2)c1	-0.99	1	10	3	-20	-21	3	0.4	-6
CCOc1cc(/C=N/NC(=O)C(C)Sc2ccccc2)ccc1O (stereo not drawn)	/	-7	-6	37	-9	3	8	0.2	-2
C=CCn1c(N)cc(=O)nc1SCC(=O)Nc1cccc2ccccc12	0.38	0	3	21	-16[20 µM]	-3	14	0.3	3
COc1ccc([N+](=O)[O-])cc1N(CC(O)CN1CCCC1)S(=O)(=O)c1ccc(C)cc1 (stereo not drawn)	0.18	18	10	0	-3	/	34	0.0	18
CC(=O)Nc1ccc(-c2nnn(CC(=O)c3ccccc3)n2)cc1Cl	0.6	-5	6	1	-33	-11	21	-0.6	2
Cc1ccccc1NC(=O)CSc1nnnn1C	0.086	-1	11	-10	-20	-20	10	0.7	-7
CN1C(C(=O)NCc2ccc(OC(F)(F)F)cc2)CC2Cn3c(nc4ccccc43)C21 (stereo not drawn)	0.77	-5	-2	-3	-24	-1	3	/	-2
Cc1noc(C)c1C(=O)Nc1sc(C)c(-c2ccccc2)c1C#N	-1.9	2	10	10	-13[20 µM]	-15	-5	0.2	-10
Cc1ccc(Sc2c(C)nn(C(=O)CNS(=O)(=O)c3ccc(F)cc3)c2C)cc1	0.09	-6	3	-3	-29	-13	3	1.1	0
CCc1ccccc1NC(=O)Cc1cn(C)c2ccccc12	-0.11	-1	2	-17	1	-10	4	-0.3	-7
Cc1ccc(C)c(NC(=O)c2cc3ccccn3n2)c1	-0.0014	-7	7	-3	-14	-13	7	0.2	-5
CCCOc1ccc(N2C(=O)CC(SC(=N)N3N=C(c4ccccc4)CC3c3ccccc3)C2=O)cc1 (stereo not drawn)	0.17	1	31	-245	-13	-2	3	0.7	-3
COc1ccc(/C=C/CN2CCN(CCc3ccccc3)C(CCO)C2)cc1 (stereo not drawn)	-0.46	-1	-13	-15	-22	/	12	0.7	1
O=C(Nc1cccc(F)c1)c1c(F)c(F)c(F)c(F)c1F	0.023	-2	5	4	-2[20 µM]	4	16	0.0	3
CCN1CCN(CCCN(Cc2ccco2)C(=S)Nc2ccc(Cl)cc2)CC1	1.2	-2	-5	-9	-16	-2	6	0.9	-3
Cc1ccc2cccc(OCC(=O)N3CCc4ccccc43)c2n1	-1.2	-37	19	-21	-33	16	10	0.4	9
CCOC(=O)c1c(NC(=O)CN2C(=O)NC3(CCCCC3)C2=O)sc(C)c1-c1ccc(C)cc1	-1.4	5	7	-43	-18	0	9	0.3	8
Cn1nc(C2CC2)cc1NC(=O)CC(CC(=O)O)c1ccccc1 (stereo not drawn)	0.71	-8	/	0	-22	-2	3	-0.2	-2
CCOc1ccccc1Oc1ccc(C(F)(F)F)cn1	/	-1	-2	-2	-15[20 µM]	-1	25	1.4	23
CN(C)c1nc2ccccc2c(N)c1-c1ccccc1	/	-3	11	-32	-15[20 µM]	-4	7	-0.1	1
COc1ccccc1Nc1nc(-c2sc(NC(=O)CC(C)C)nc2C)cs1	0.9	-8	-2	-16	-15[20 µM]	/	1	-1.5	0
O=C(CN1CCN(S(=O)(=O)c2ccc(Cl)cc2)CC1)Nc1ccc2c(c1)OCCO2	0.37	-17	12	-14	-23	-1	3	0.1	7
O=C(CCn1cnc2ccccc2c1=O)Nc1nc2c(s1)CCCC2	0.14	-1	11	-4	-10[20 µM]	-10	3	0.6	-1
Cc1cc2ccccc2c(=O)n1CC(=O)Nc1ccc2c(c1)OCO2	0.017	-3	7	-11	-9	2	2	0.2	-4
CC1=C(C(=O)N(C)C)C(c2ccc(C)s2)NC(=S)N1 (stereo not drawn)	0.076	13	5	27	-25	5	9	0.2	2
O=C(c1cc(-c2ccncc2)nc2ccc(Br)cc12)N1CCN(c2ccccn2)CC1	0.76	-4	2	-45	-23[20 µM]	-9	8	-0.3	-1
O=C(c1cc([N+](=O)[O-])ccc1Cl)N1CCN(c2ccc([N+](=O)[O-])cc2)CC1	-0.3	-5	3	12	0	-17	8	0.5	5
Cc1c(C(=O)OC(C)C)sc(N)c1C(=O)OC(C)C	0.0099	-4	/	8	-24	-25	6	0.0	8
O=C(c1ccco1)N1CCN(CC(O)COc2ccc3oc4ccccc4c3c2)CC1 (stereo not drawn)	-1.1	0	5	-14	-25	-2	11	-0.7	1
Cc1cccc(C)c1NC(=S)N(CCN1CCCCCC1)Cc1ccco1	1.2	4	10	5	-24	-18	-2	-0.1	-5
CCN(CC)S(=O)(=O)c1cccc(NC(=O)C(=O)c2c(-c3ccccc3)cc3ccccn23)c1	-2.9*	2	/	-59	-9[20 µM]	-1	7	-2.4	-5
CN1C(=O)C(CC(=O)NC2CCCCC2)SC1=Nc1ccccc1 (stereo not drawn)	-0.31	-7	10	-6	-23	-10	5	0.5	1
Cc1ccc(S(=O)(=O)ON=C2CCN(S(=O)(=O)c3ccccc3)CC2)cc1	/	0	-14	5	-15[20 µM]	2	-3	0.2	-3
